# All columns: NCI-60 one-dose screen, growth in % after 48 h at 10 µM unless noted; 100 = growth as untreated, 0 = no growth, -100 = all killed.
# MALME-3M: MALME-3M melanoma; 78,000 compounds, 5.8% hits; AID 1794766
# LOX IMVI: LOX IMVI melanoma; 79,000 compounds, 7.4% hits; AID 1794757
# SK-MEL-2: SK-MEL-2 melanoma; AID 1794763; 77,000 compounds, 4.7% hits
# SK-MEL-5: SK-MEL-5 melanoma; 80,000 compounds, 6.4% hits; AID 1794755
# UACC-257: UACC-257 melanoma; 78,000 compounds, 4.4% hits
# SK-MEL-28: SK-MEL-28 melanoma. 81,000 compounds, 4.1% hits. AID 1794761
# HS 578T: HS 578T breast cancer | 78,000 compounds, 4.1% hits | AID 1794788
# T-47D: T-47D breast cancer | 79,000 compounds, 5% hits
# * hit, by the source's call; . = not tested or not shown; & = joins results of further samples; ! = a repeat was not active; [ ] = remark or other dose. Rule for the calls: active = growth percent below 10; inactive = the rest.
SMILES,MALME-3M,LOX IMVI,SK-MEL-2,SK-MEL-5,UACC-257,SK-MEL-28,HS 578T,T-47D
CCN(CC)S(=O)(=O)c1ccc(-c2nc(C(Cl)Cl)nc3cc(-c4ccc(C)cc4)nn23)cc1,98,69,117,102,112,106,108,97
CC1CCC2(OC1)OC1CC3C4CC=C5CC(O)CCC5(C)C4CCC3(C)C1C2C (stereo not given),120,91,122,105,-3.1*,115,87,106
CC(C)=C[C@@H]1C[C@H](O)Cc2cc(Cl)ccc2N1,80,92,.,103,108,104,106,103
CN(C)c1ccc(-c2c(C#N)c(N)n(-c3cccc(C(F)(F)F)c3)c(=O)c2C#N)cc1,103,95,106,102,98,103,95,89
CCCCN(CCCC)CCCCCCCN1CCCc2cc(OC)ccc21,101,79,97,79,102,96,91,68
CCCCSCCCCO,103,100,128,99,97,96,108,86
CC(C)(c1cc(Cl)c(O)c(CN2CCOCC2)c1)c1cc(Cl)c(O)c(CN2CCOCC2)c1,109,100,97,83,93,111,90,83
O=C(Nc1cccc(NC(=O)Nc2cc(C(F)(F)F)ccc2Cl)c1)Nc1cc(C(F)(F)F)ccc1Cl,2.4*,10,.,29,-4.1*,34,19,8.3*
Cc1nn(-c2ccccc2)c2c1oc(=O)c1cc(Cl)ccc12,106,105,.,110,100,140,175,105
Cc1cccc(NC(=O)[C@]23CCC(C)(C)CC2C2=CCC4[C@@]5(C)C[C@@H](O)[C@H](O)[C@@](C)(CO)C5CC[C@@]4(C)[C@]2(C)CC3)c1 (stereo not given in full),28,-75*,32,-91*,40,32,31,14
O=C(O)c1cc2cc(S(=O)(=O)O)ccc2cc1O,89,85,.,96,94,108,92,88
C#CCNC(=O)c1ccc2ccc3ccc(C(=O)NCC#C)nc3c2n1,94,87,97,87,98,111,109,90
NC(=O)c1cccc(-n2ccc3cc(NC(=O)Nc4cc(C(F)(F)F)cc(C(F)(F)F)c4)ccc32)n1,43,51,77,69,72,69,39,45
Cc1c(C(=O)Nc2nc3ccccc3s2)nnn1-c1ccccc1Br,79,88,92,63,93,88,95,49
Cc1cc(C)c2nc(Nc3ccc4c(C)cc(=O)oc4c3)sc2c1,92,96,88,107,99,100,118,118
CC(C)CNc1ncnc2n[nH]nc12,99,107,95,98,89,108,111,98
CC(=O)NC1CCCCC1,115,104,104,104,115,104,113,113
Cc1nc(N)nc(N)c1-c1ccc(Cl)c(Cl)c1,120,98,95,101,109,123,100,104
Cc1cc(O)c2c3c(n([C@@H](CCCCNC(=O)C(F)(F)F)C(=O)O)c(=O)c2c1)C(=O)c1c(OC2CC(O)[C@@H](O)[C@H](C)O2)cccc1C3=O (stereo not given in full),74,89,94,94,97,106,106,102
ClCCOCCOc1ccc(Cl)cc1Cl,118,98,90,99,.,105,110,90
Nc1ccccc1-c1cc2c(c3c1[nH]c1ccccc13)-c1ccccc1CC2,110,91,86,88,89,95,100,56
CC(=O)OCC(=O)[C@@]1(O)CC[C@H]2[C@@H]3C[C@H](C)C4=CC(=O)CC[C@]4(C)[C@H]3[C@@H](O)C[C@@]21C,121,100,110,95,107,124,120,104
CCN(CC)CCOc1ccc2c(c1O)C(=O)c1ccccc1C2=O,109,77,88,81,95,102,85,97
O=CNNC(=O)c1cnccn1,.,98,97,101,88,104,94,91
O=C(Nc1ccccc1Cl)Oc1c(Cl)c(Cl)c(Cl)c(Cl)c1Cl,96&102,96&93,107&98,87&92,97&110,103&106,89&91,84&80
CC(C)C(=O)Nc1nc2c(s1)CCCc1ccn(S(=O)(=O)c3ccccc3)c1-2,114,97,84,93,94,106,101,92
COc1ccc(/C=N/NC2=NC3C(N2)N(C)C(=O)N3C)cc1 (stereo not given),95,92,103,100,106,103,91,.
CCC1=C(c2cc(Cl)c3ccccc3c2OCC(=O)O)OC(CC)(C(=O)c2cc(Cl)c3ccccc3c2OCC(=O)O)CC1 (stereo not given),115,106,96,106,101,109,102,103
C=C1C(=O)O[C@H]2[C@H]1CC/C(CNC(=O)/C=C/c1ccccc1F)=C\CC[C@@]1(C)O[C@@H]21,-44*,-25*,55,66,-6.5*,-34*,58,-0.6*
O=C(Nc1ccccc1)Oc1ccccc1Cl,95,97,84,104,110,106,105,93
N#Cc1c(-c2ccc(O)cc2)nc(SCC(=O)NNc2ncnc3ccccc23)n(Cc2ccccc2)c1=O,99,.,115,101,109,120,106,101
CCC1(C2=CCCCC2)C(=O)NC(=O)N=C1N (stereo not given),.,97,107,111,110,108,101,117
CCOC(=O)C1=C(N)N(c2ccc(Cl)cc2)C2=C(C(=O)CC(C)(C)C2)C1c1cccc(Cl)c1Cl (stereo not given),80,.,80,60,56,84,.,59
CN1CCN(CCCNC(=O)c2sc3cc(Cl)ccc3c2Cl)CC1,113,98,109,94,109,99,87,81
O=C(O)CSc1ccc2c3c(cccc13)C(=O)c1ccccc1-2,124,101,119,89,103,119,.,90
CCOc1ccc(Nc2c3ccccc3nc3ccccc23)cc1,5.4*!,3.7*!,72&34&104,0.8*!,45&25&96,66&47&106,62&60&88,23&13&92
CC(C)CNc1ncnc2[nH]ncc12,116,101,.,101,162,119,104,90
C[n+]1cc2cc(C(N)=O)[nH]c3c(=N)c(Cl)c(N)c1c23,99,64,96,79,46,109,108,48
COc1cc(/C=C/c2cc(/C=C/c3ccc(O)c(OC)c3)n(C(=O)Cc3ccccc3)n2)ccc1O,-0.5*,5.2*,.,-32*,-5.7*,-4.7*,9.8*,-7.7*
CC1CCN(S(=O)(=O)c2ccc(S(=O)(=O)N3CCCC(c4nc5c(nnn5Cc5cccc(Cl)c5)c(=O)[nH]4)C3)cc2)CC1 (stereo not given),47,42,47,24,54,62,33,50

# Continued; the last three above are carried over.
SMILES,MALME-3M,LOX IMVI,SK-MEL-2,SK-MEL-5,UACC-257,SK-MEL-28,HS 578T,T-47D
C[n+]1cc2cc(C(N)=O)[nH]c3c(=N)c(Cl)c(N)c1c23,99,64,96,79,46,109,108,48
COc1cc(/C=C/c2cc(/C=C/c3ccc(O)c(OC)c3)n(C(=O)Cc3ccccc3)n2)ccc1O,-0.5*,5.2*,.,-32*,-5.7*,-4.7*,9.8*,-7.7*
CC1CCN(S(=O)(=O)c2ccc(S(=O)(=O)N3CCCC(c4nc5c(nnn5Cc5cccc(Cl)c5)c(=O)[nH]4)C3)cc2)CC1 (stereo not given),47,42,47,24,54,62,33,50
COc1ccc(-c2nc(-c3ccc(C(F)(F)F)cc3)nc3[nH]c(-c4ccccc4)cc23)cc1,101,85,89,98,98,101,94,58
COc1ccc(-n2nc3c(c(C#N)c2=O)CC(c2ccccc2)C([N+](=O)[O-])=C3O)cc1 (stereo not given),96,88,106,97,103,104,96,90
CSc1nsc(SC)c1-c1ccc(Cl)cc1,106,93,114,101,101,105,93,97
Nc1c(C(=O)Nc2ccccn2)sc2nc3c(cc12)CCCCC3,73,49,44,22,73,74,30,36
C=CC(=O)NCc1ccc(Nc2nccc(-c3ccc(N4CCCC4)c(C#N)c3)n2)cc1,45,47,36,36,40,46,25,71
COC(=O)C(Cc1cccc(-c2ccc(OC)nc2)c1)NC(=O)OCc1ccccc1 (stereo not given),104,89,105,97,92,108,88,90
CC(=O)Oc1csc(N(C(C)=O)c2cc(C(=O)O)cc(C(=O)O)c2)n1,88,90,106,94,93,106,95,108
CCOC(=O)c1c(N2CCOCC2)[nH]c(=O)c(C=Nc2cccc(Cl)c2)c1O,98,98,109,107,103,139,120,93
COc1ccc(/C=C2\N=C(c3ccccc3)N(c3ccc(-c4nc5ccc(C)cc5s4)cc3)C2=O)cc1,95,98,85,85,111,114,102,54
CCc1ccccc1NC(=O)c1sc2nc3c(cc2c1N)C(=O)CCC3,61,43,20,31,65,44,23,23
N#CC(c1c(Cl)cccc1N1CCCCC1)N1CCCCC1 (stereo not given),86,94,102,104,.,106,118,99
CN1/C(=C/C=C/c2n(Cc3ccc4ccccc4c3)c(Cl)c(Cl)[n+]2Cc2ccc3ccccc3c2)Oc2ccccc21,-97*,-94*,-88*,-99*,-78*,-90*,-44*,-50*
C/C(=N\NC(=O)c1ccc(C(C)(C)C)cc1)c1ccc(O)cc1O,28,-5.0*,43,-42*,8.3*,36,60,24
CCOc1ccc(NC(=O)CSc2oc(-c3ccccc3)nc2S(=O)(=O)c2ccc(Br)cc2)cc1,101,94,85,99,89,115,98,77
CC1(C)OC(CI)C(COS(C)(=O)=O)O1 (stereo not given),109,85,122,97,99,110,.,122
CCOC(=O)c1ccc(NC(=O)c2ccc(-n3c(=O)[nH]c4ccccc4c3=O)cc2)cc1,87,96,105,102,116,105,79,84
Cc1ccc2cccc(OC(=O)Nc3ccc(C)c(NC(=O)Oc4cccc5ccc(C)nc45)c3)c2n1,96,.,.,99,111,116,104,107
Cc1ccc(-c2csc3nc(N4NC(=O)CC4=O)cn23)cc1,118,97,116,96,109,102,107,86
CCOC(=O)C(=CNc1ccc(-c2cn3c(n2)sc2cc(Oc4ccnc(C(=O)NC)c4)ccc23)cc1)C(=O)OCC,93,91,95,79,97,108,103,89
O=C(Sc1ccc(Cl)cc1)c1ccco1,102,71,119,113,106,116,.,97

# For reference, part of the list above:
SMILES,MALME-3M,LOX IMVI,SK-MEL-2,SK-MEL-5,UACC-257,SK-MEL-28,HS 578T,T-47D
CCCCN(CCCC)CCCCCCCN1CCCc2cc(OC)ccc21,101,79,97,79,102,96,91,68
CCCCSCCCCO,103,100,128,99,97,96,108,86
CC(C)(c1cc(Cl)c(O)c(CN2CCOCC2)c1)c1cc(Cl)c(O)c(CN2CCOCC2)c1,109,100,97,83,93,111,90,83
O=C(Nc1cccc(NC(=O)Nc2cc(C(F)(F)F)ccc2Cl)c1)Nc1cc(C(F)(F)F)ccc1Cl,2.4*,10,.,29,-4.1*,34,19,8.3*
Cc1nn(-c2ccccc2)c2c1oc(=O)c1cc(Cl)ccc12,106,105,.,110,100,140,175,105

# Other entries:
SMILES,MALME-3M,LOX IMVI,SK-MEL-2,SK-MEL-5,UACC-257,SK-MEL-28,HS 578T,T-47D
CC/C(=C(\c1ccc(OCCN2CCCCC2)cc1)c1ccc(OC(=O)c2ccccc2)cc1)c1ccc(OC)cc1,97,103,101,94,95,93,97,71
CCOC(=O)C(CC)(CCc1ccccc1[N+](=O)[O-])C(=O)OCC,.,103,91,80,97,108,85,75
COc1cc(-c2c(-c3ccccc3)c[nH]c2C(N)=O)c(OC)c2c1OCO2,100,100,114,100,109,102,91,94
CCN(CC)c1ccc(/C=N/NC(=O)c2ccccc2Nc2ccnc(C(F)(F)F)c2)c(O)c1,45,5.6*,94,4.0*,19,48,61,22
C=CCOc1ccc2c(c1)CC=C1[C@@H]2CC[C@]2(C)C(=O)/C(=N/O)C[C@@H]12,96,67,106,85,117,105,99,88
Cc1ccc(/C(=N/c2sc(-c3ccccc3)nc2-c2ccccc2)N2CCN(c3ccccc3)CC2)cc1,105,100,108,100,105,96,113,108
COc1ccc(N2CCC(=O)NC2=S)cc1,110,95,102,99,108,111,99,102
COc1ccc(C(=O)C2C(C#N)C(C#N)C3C=Cc4ccccc4N32)cc1 (stereo not given),39,44,44,15,83,58,14,43
N#CC(C#N)=NO,99,96,100,108,.,110,100,102
CC1(C)OC(=O)C(c2ccsc2)C(=O)O1,112,89,112,101,104,115,99,90
CCOC(=O)N(Cc1ccccc1)Cc1ccccc1,.,101,98,106,96,111,117,98
CCOc1ccc(NC(=O)CSc2oc(-c3ccccc3)nc2S(=O)(=O)c2ccc(C)cc2)cc1,81,54,97,81,72,79,60,57
COC(=O)c1ccccc1NC(=O)c1nnn(-c2ccccc2)c1-c1ccco1,92,.,112,98,95,100,91,107
N#Cc1ccc([N+](=O)[O-])cc1OCCN1CCOCC1,113,105,97,92,109,108,102,92
C/C(=C\CC(O)Cc1ccccc1)C(=O)N[C@H](C(=O)N1CCCC1c1nccs1)C(C)C (stereo not given in full),105,96,99,104,98,104,103,91
CN(c1ccccc1C(=O)O)S(=O)(=O)c1ccccc1,.,102,108,.,64,112,133,.
Clc1ccc(-n2ncc3c(NCCCN4CCOCC4)ncnc32)cc1,96,89,108,84,.,95,91,85
CCn1c(SC/C(=N/O)c2ccccc2)nnc1-c1ccccc1,99,104,108,100,104,106,101,120
O=C(Nc1nc2ccc(OC(F)(F)F)cc2s1)c1ccc(F)cc1,11,11,-23*,-7.4*,22,33,39,-11*
CSc1nc(Nc2cccc(NC(=O)CCl)c2)c(C#N)c(-c2cccc([N+](=O)[O-])c2)n1,37,-69*,57,34,85,102,52,12
COc1cccc(/C(=C/c2ccc([N+](=O)[O-])cc2)C(=O)O)c1,100,104,93,96,91,106,106,97
NC1=NN(c2c(Cl)cc(Cl)cc2Cl)C(=O)C1,97&101,95&96,93,105&101,96&92,124&99,115&100,112&99
COc1ccc(-c2nc(-c3nc4ccc(C)cc4[nH]3)c3ccccn23)cc1,85,46,47,40,58,85,75,19
CCOC(=O)C1=NC(Cc2c[nH]c3ccccc23)C(=O)N(c2ccccc2)N1 (stereo not given),99,98,111,100,111,106,102,100
COC(=O)[C@H](Cc1cnc[nH]1)NC(=O)[C@@H](NC(=O)Nc1cc(C(F)(F)F)cc(C(F)(F)F)c1)C(C)C,-94*[100 µM],-84*[100 µM],-93*[100 µM],-91*[100 µM],-88*[100 µM],-96*[100 µM],.,-64*[100 µM]
CCN(CC)C(=O)NCCCCCCNC(=O)N(CC)CC,99[100 µM],.,108[100 µM],99[100 µM],104[100 µM],111[100 µM],96[100 µM],96[100 µM]
COc1ccc(/C=C(/c2cc(OC)c(OC)c(OC)c2)c2nnc(-c3cc(OC)c(OC)c(OC)c3)o2)cc1,101,84,91,69,99,104,76,64

# Screens (PubChem BioAssay)

# An unsorted share of the library. About 11% of those tested had a hit in this group.
